IDH1 R132H inh = human IDH1 R132H inhibition. Potency, µM (series often up to 76.6 µM), without a hit: at the highest dose activity change, negative = inhibition, most hits filed as inhibitors. 0.093% of 390,000 active. IDH1-R132H enzyme, NADPH consumption, diaphorase/resazurin fluorescence. O75874; also: potency is read from the fitted curve at half-maximal effect; % is scaled to controls: 0 for no effect and ±100 for the full control effect; nearly all actives have a fitted effect of over 65% in size
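IDH1-R132H (0.5 ug/mL) preincubated 30 min with compound, then NADPH (0.016 mM) and alpha-KG (2 mM) added; 80 min at RT, pH 7.5. Remaining NADPH coupled via diaphorase/resazurin to fluorescence (540/590 nm); concentration-response curves normalized to no-enzyme control.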
TRHR agonist = agonists of human TRH receptor; P34981; activation, % at 2 µM; TRHR cells, calcium flux fluo-8, FDSS agonist mode; 0.18% of 360,000 active; AID 493084; in the data active = activation above about 30%; also: 0% is about no effect
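TRHR-expressing cells loaded with fluo-8 calcium dye; 23 nL library compound pin-transferred, kinetic FDSS fluorescence (Ex 480/Em 530) recorded about 180 s for agonist-induced calcium release, before a 10 nM TRH EC20 addition for potentiator mode.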
D2 antag = D2 dopamine receptor (human) antagonism. 2% of 340,000 active. AID 485344. HEK293 TREx D2 cells, calcium flux, dopamine EC80. inhibition, % at 10 µM. P14416; in the data active = inhibition above about 30%; also: 0% is about no effect
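Tetracycline-induced HEK293 T-REx cells expressing D2 force-coupled to calcium signalling were dye-loaded, exposed to compound for 180 s, then challenged with an EC80 of dopamine; calcium flux was followed kinetically for a further 180 s.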
D2 ag = D2 dopamine receptor (human) agonism | HEK293 T-REx D2 cells, calcium flux agonist mode | activation, % at 2 µM | 0.53% of 340,000 active | AID 485358;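 active = activation over 3 SD above normal in the single-dose calcium agonist read, cut at about 30% in these data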; also: 0% is about no effect
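HEK293 Trex D2 cells, tetracycline-induced, o/n 30 C 5% CO2; no-wash Ca dye, RT 30–90 min; 10-cycle baseline, 23 nl cpd added, kinetic Ca read 180 s; agonist hits = positive Ca response.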
TrxR1 substrate = is turned over as a substrate by rat TrxR1 | purified TrxR1 substrate turnover, NADPH consumption readout | Potency, µM (top dose mostly 114 µM), inactives show top-dose activity change, negative = substrate turnover | 0.01% of 390,000 active | AID 588456; also: potency is read from the fitted curve at half-maximal effect; % is scaled to controls: 0 for no effect and ±100 for the full control effect; nearly all actives have a fitted effect of over 50% in size
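Rat TrxR1, dispensed at 90 nM, was prereduced with 400 uM NADPH (final) for 5 min at ~22 deg C, then incubated with compound 15 min before 400 uM selenite. A first-read NADPH fluorescence drop versus no-compound background flagged substrates.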
PI4K2A block = inhibitors of human PI4K2A; purified PI4K2A, ADP-Glo luminescence, 1 h; active compounds read low; activity change, negative = inhibition, % at 76.9 µM; 0.13% of 420,000 active; in the data active = activity change below about -50%; inconclusive = mostly about -30% to -49%;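 also: -100% = wells without enzyme as full effect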
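PI4K2A activity was measured by ADP-Glo luminescence: enzyme (4 ug/mL stock) and phosphatidylinositol (1.2 mM stock) in Tris pH 7.5/MgCl2/EGTA/Triton X-100 buffer were reacted with ATP (300 microM stock) for one hour at ambient temperature.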
USP1 inh = blocks the human USP1/UAF1 deubiquitinase complex | recombinant USP1/UAF1, Ub-Rhodamine cleavage fluorescence | Potency, µM (series often up to 57.1 µM), without a hit: top-dose activity change, negative = inhibition, usual class: inhibitors | 0.23% of 390,000 active | AID 743255; also: potency is read from the fitted curve at half-maximal effect; % is scaled to controls: 0 for no effect and ±100 for the full control effect; nearly all actives have a fitted effect of over 60% in size; inactives centre near -12
Target sequence (O94782 whole entry, looked up): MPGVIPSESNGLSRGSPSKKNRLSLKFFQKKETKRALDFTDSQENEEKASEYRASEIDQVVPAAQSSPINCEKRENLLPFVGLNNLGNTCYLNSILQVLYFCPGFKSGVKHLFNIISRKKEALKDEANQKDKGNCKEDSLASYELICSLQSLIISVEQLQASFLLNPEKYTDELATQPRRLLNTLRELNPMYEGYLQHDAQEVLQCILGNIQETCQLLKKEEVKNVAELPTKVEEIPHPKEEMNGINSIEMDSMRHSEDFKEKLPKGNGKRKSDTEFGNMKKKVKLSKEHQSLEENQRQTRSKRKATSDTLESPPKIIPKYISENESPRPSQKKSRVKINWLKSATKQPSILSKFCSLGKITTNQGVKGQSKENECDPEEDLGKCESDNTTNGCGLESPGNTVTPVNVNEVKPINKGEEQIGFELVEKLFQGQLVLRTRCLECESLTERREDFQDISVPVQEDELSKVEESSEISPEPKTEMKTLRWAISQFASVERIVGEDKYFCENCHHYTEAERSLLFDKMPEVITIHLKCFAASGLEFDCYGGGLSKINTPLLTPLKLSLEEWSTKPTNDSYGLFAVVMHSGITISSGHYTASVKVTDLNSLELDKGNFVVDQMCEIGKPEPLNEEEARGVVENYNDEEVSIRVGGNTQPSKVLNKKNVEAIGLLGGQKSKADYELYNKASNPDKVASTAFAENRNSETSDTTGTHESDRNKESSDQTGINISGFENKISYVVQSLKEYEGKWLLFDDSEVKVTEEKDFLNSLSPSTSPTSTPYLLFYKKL
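USP1/UAF1 complex at 1 nM was preincubated with compound for 15 min at room temperature, then Ub-Rho substrate (150nM final) was added. Fluorescence (480/540 nm) was read kinetically, 6 reads every 60 seconds.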
TRHR PAM = allosterically enhances the human TRH receptor | 0.66% of 360,000 active | P34981 | TRHR cells, fluo-8 calcium fluorescence, EC20 TRH enhancement | enhancement, % at 2 µM; in the data active = enhancement above about 30%; also: 0% is about no effect
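TRHR-expressing cells loaded with fluo-8 calcium dye were read kinetically (ex 480/em 530) during compound addition, then stimulated with an EC20 of TRH (10 nM final). Enhancement of the Gq-mediated intracellular calcium response was scored.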
TrxR1 inh = inhibitors of rat thioredoxin reductase 1. recombinant rTrxR1, NADPH fluorescence consumption, selenite substrate. Potency, µM (doses to about 114 µM), for inactives: at the highest dose activity change, negative = inhibition, actives largely listed as inhibitors. 1% of 390,000 active. AID 588453; also: potency is read from the fitted curve at half-maximal effect; % is scaled to controls: 0 for no effect and ±100 for the full control effect; nearly all actives have a fitted effect of over 65% in size
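Rat TrxR1 (90 nM in the dispensed reagent) was pre-reduced with 400 uM NADPH for 5 min at room temperature, then incubated with compound for 15 min. After 400 uM selenite was added, NADPH fluorescence (Ex 340/Em 450 nm) was followed for 8 min.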
* marks the source's active call; other numbers are inactive results; ? = inconclusive; nt = not tested or not shown; & = joins results of further samples; [ ] = remark or other dose. Unless noted, calls follow the shape of the dose curve; as a rule, active = well fitted inhibition curve with a large enough effect; inconclusive = small, poorly fitted or top-dose-only effect; inactive = no such curve, though single readings can be large or run the other way.

Sequence of screens – IDH1 R132H inh, TRHR agonist, D2 antag, D2 ag, TrxR1 substrate, PI4K2A block, USP1 inh, TRHR PAM, TrxR1 inh
> COc1ccccc1OCCn1cc(/C=C(\C#N)C(=O)NCc2cccs2)c2ccccc21
 : 2%, 1.6, 5, 0.3, 2%, 1, -7%, -6, 10%
> Cc1cc(OCC(=O)Nc2cc(-c3nc4ccccc4[nH]3)ccc2C)ccc1Cl
 : nt, -1.3, nt, -0.4, 35%, 3, 6%, 20, 20%
> O=C(CSCC(=O)Nc1nc(-c2ccc3c(c2)OCO3)cs1)Nc1nccs1
 : -3%, -0.3, 3, 1.3, 4%[57.1 µM], -1, -22%, 3, 17%[57.1 µM]
> Cc1ccc2oc(-c3ccccc3)nc2c1
 : 5%, -0.5, -2, -1.4, -20%[57.1 µM], -9, -18%, -2, 7%[57.1 µM]
> O=C(CSc1nc2ccccc2c(=O)n1Cc1ccco1)c1ccccc1
 : 1%, 0.2, -14, -0.6, 4%, 0, -23%, -9, -9%
> CCN(CC(=O)Nc1c(F)cccc1F)C(=O)CSCc1c(C)noc1C
 : 1%, 0.7, 0, 0.0, 3%, 6, -16%, -3, 6%
> CC12C(=O)N(c3cccc4cccnc34)C(=O)C1C1C=CC2C1 (configuration not stated)
 : -3%, 1.4, -5, -0.7, 11%[57.1 µM], -1, -16%, 1, 14%[57.1 µM]
> CC1CCN(C(=O)Cn2c(=O)n(CCCCCC(=O)NCc3ccccc3Cl)c(=O)c3sccc32)CC1
 : 8%, -0.1, nt, 0.0, -2%, 4, -24%, -17, 4%
> O=C(NCCc1ccc(Cl)cc1)c1ccc2c(c1)N(Cc1ccccc1)CCS2
 : -12%, 0.5, nt, -0.7, 47%[activator], -1, -20%, -5, 27%
> O=C(COc1cccnc1[N+](=O)[O-])c1ccc(Cl)s1
 : 5%, -0.5, 14, -0.1, -5%, -8, -20%, -7, 25µM*
> CCc1ccc2c(c1)CCCN2C(=O)c1ccccc1C(=O)O
 : 2%, -0.5, 5, 0.2, 5%, 3, -22%, -2, -10%
> COc1ccc(-n2c(=O)c3sc4ccccc4c3n(CC(=O)Nc3ccccc3F)c2=O)cc1
 : 14%, 1.1, nt, 1.3, -4%, -3, -11%, 2, 8%
> Fc1ccc(Cn2nnnc2C(c2ccc(Cl)cc2)N2CCSCC2)cc1 (configuration not stated)
 : 0%, 1.2, -6, 0.9, -2%, -5, -15%, 1, 16%
> c1ccc(-c2csc3ncnc(-n4cnc5ccccc54)c23)cc1
 : -3%, -1.7, -2, -1.5, 15%[57.1 µM], -1, 7%, 0, -6%[57.1 µM]
> Cc1ccc(/C=N\NC(=O)COc2ccc(C)cc2[N+](=O)[O-])cc1
 : -1%, -1.4, 4, -0.1, -12%, -4, -9%, 5, -3%
> CCOc1ccc(NC(=O)c2c[nH]n3c(=O)cc(C4CCN(C(=O)OC(C)(C)C)CC4)nc23)cc1
 : 52µM*, 0.3, -8, 9.3, 4%, -3, ?, -8, 13%
> CC(C)C(=O)Nc1cccc(-c2cn3ccccc3n2)c1
 : 4%, 0.0, -7, 1.5, 8%, 0, -3%, 5, 6%
> O=C(COC(=O)c1cccs1)c1ccc2ccccc2c1
 : 7%, -0.6, 8, -1.5, 4%, -4, -13%, 0, 4%
> Oc1cc2ccccc2cc1-c1nnc2n1-c1ccccc1SC2
 : 5%, -1.6, -13, -0.2, -8%, 11, -2%, 12, -9%
> COc1cccc(/C=N/Nc2nccnc2Cl)c1O
 : -3%, -0.2, 12, -0.4, -13%, -60*, -12%, 4, -7%

3 entries already listed, sorted by their value in D2 antag, highest first:
structure	TRHR agonist	D2 antag	TrxR1 substrate	PI4K2A block	USP1 inh	TRHR PAM	TrxR1 inh
c1ccc(-c2csc3ncnc(-n4cnc5ccccc54)c23)cc1	-1.7	-2	15%[57.1 µM]	-1	7%	0	-6%[57.1 µM]
CCOc1ccc(NC(=O)c2c[nH]n3c(=O)cc(C4CCN(C(=O)OC(C)(C)C)CC4)nc23)cc1	0.3	-8	4%	-3	?	-8	13%
O=C(CSc1nc2ccccc2c(=O)n1Cc1ccco1)c1ccccc1	0.2	-14	4%	0	-23%	-9	-9%

Of the compounds above, these contain a Cl atom.
Sequence of screens – IDH1 R132H inh, TRHR agonist, D2 antag, D2 ag, TrxR1 substrate, PI4K2A block, USP1 inh, TRHR PAM, TrxR1 inh
> Cc1cc(OCC(=O)Nc2cc(-c3nc4ccccc4[nH]3)ccc2C)ccc1Cl
 : nt, -1.3, nt, -0.4, 35%, 3, 6%, 20, 20%
> CC1CCN(C(=O)Cn2c(=O)n(CCCCCC(=O)NCc3ccccc3Cl)c(=O)c3sccc32)CC1
 : 8%, -0.1, nt, 0.0, -2%, 4, -24%, -17, 4%
> O=C(NCCc1ccc(Cl)cc1)c1ccc2c(c1)N(Cc1ccccc1)CCS2
 : -12%, 0.5, nt, -0.7, 47%[activator], -1, -20%, -5, 27%
> O=C(COc1cccnc1[N+](=O)[O-])c1ccc(Cl)s1
 : 5%, -0.5, 14, -0.1, -5%, -8, -20%, -7, 25µM*
> Fc1ccc(Cn2nnnc2C(c2ccc(Cl)cc2)N2CCSCC2)cc1 (configuration not stated)
 : 0%, 1.2, -6, 0.9, -2%, -5, -15%, 1, 16%
> COc1cccc(/C=N/Nc2nccnc2Cl)c1O
 : -3%, -0.2, 12, -0.4, -13%, -60*, -12%, 4, -7%

Additional compounds.
Sequence of screens – IDH1 R132H inh, TRHR agonist, D2 antag, D2 ag, TrxR1 substrate, PI4K2A block, USP1 inh, TRHR PAM, TrxR1 inh
> Cc1ccc(NC(=O)C2CCN(C(=O)c3cccs3)CC2)cc1
 : 11%, 0.1, 8, 0.4, -4%, -1, 8%, -2, 11%
> O=C1N(Cc2ccccc2)c2ccccc2C12OCCO2
 : 4%, -1.1, -9, -2.7, 6%[57.1 µM], -5, -15%, 0, 12%[57.1 µM]
> O=C1Nc2ccc(S(=O)(=O)NCC3CCCO3)c3cccc1c23 (configuration not stated)
 : 13%, 0.0, -7, 0.3, 78%[activator], 3, 0%, 1, 1%
> O=C(CCN1CCN(c2ccc(F)cc2)CC1)Nc1ccccc1F
 : 4%, 0.0, 65*, 35*, 5%[57.1 µM], 8, 2%, 1, 20%[57.1 µM]
> CCOC(=O)c1c(/N=C/C2=C(O)CC(C)(C)CC2=O)sc2c1CCCC2
 : -19%, -0.2, 4, -1.4, 8%[57.1 µM], -2, ?, 0, 21%[57.1 µM]
> CCc1cccc(NC(=O)C2CCCN2S(=O)(=O)c2ccc3c(c2)CC(C)N3C(C)=O)c1 (configuration not stated)
 : 10%, -0.8, -22, 0.2, 5%[57.1 µM], 2, -10%, 0, 6%[57.1 µM]
> OC(CN1CCC(Cc2ccccc2)CC1)c1ccccc1 (configuration not stated)
 : 0%, -0.1, 3, -0.4, 1%, -1, -22%, 6, 5%
> CC(=O)N1N=C(c2c(-c3ccccc3)c3cc(C)ccc3[nH]c2=O)CC1c1ccco1 (configuration not stated)
 : ?, 0.3, 20, 0.8, 0%, 4, -13%, -6, -26%
> Cc1noc(C)c1C(=O)Nc1ccccn1
 : 2%, -0.4, 0, -1.0, 3%[57.1 µM], -4, -14%, 13, -6%[57.1 µM]
> O=C(CN1C(=O)CSc2ccccc21)N1CCc2ccccc21
 : -1%, 0.4, -1, 0.3, 6%, -3, -6%, -1, 26%
> COC(=O)c1nnn(CC(=O)NC(=O)Nc2c(C)cccc2C)c1C(=O)OC
 : -1%&2%, 1.2&0.7, 3, 1.1&1.0, 7%[2.29 µM], -2&0, -16%&-14%, 3&-3, 4%&3%
> c1ccc(CN=C2NN=C(c3ccccc3)CS2)cc1
 : -6%, 0.5, 6, 1.2, -3%, -7, -25%, -3, 4%[57.1 µM]
> c1ccc(CCc2nn3c(C4COc5ccccc5O4)nnc3s2)cc1 (configuration not stated)
 : 5%, -0.1, 6, 0.1, 4%, -4, ?, -5, -15%
> Cc1c(S(=O)(=O)Nc2cccc3ccccc23)c(=O)n(C)c(=O)n1C
 : -2%, -0.4, -3, 2.0, 5%, -1, -18%, 2, 14%
> Cc1ccc(/C=N/NC(=O)CN2CCN(Cc3ccccc3)CC2)s1
 : 3%, -0.7, 26, -0.9, -7%, 7, -16%, -1, -6%
> Cc1cccc2nc(CSc3nc4ccccc4[nH]3)cn12
 : 1%, -0.3, 2, -0.9, -9%, -21, -13%, 0, 1%
> Cc1ccc(C)c(-n2nnnc2SCC(=O)Nc2c(C)n(C)n(-c3ccccc3)c2=O)c1
 : 8%, -0.5, -1, 0.8, -15%, -1, -5%, -4, -11%
> CCOC(=O)c1ccc(Nc2nnc(C)c3ccccc23)cc1
 : 9%, 0.0, -6, -1.6, 4%[11.4 µM], 5, 0%, -7, 15%[11.4 µM]
> CC(C)C(=O)OCCN=C1NS(=O)(=O)c2ccccc21
 : -1%, 0.6, 6, 0.5, -3%, 1, -3%, 6, 4%
> Cc1cc([N+](=O)[O-])nn1CC(=O)N1c2ccccc2CC1C (configuration not stated)
 : 7%, 0.5, 8, 0.6, -1%, 3, -12%, 0, 0%
> O=C(NC1CCCc2ccccc21)c1ccccc1 (configuration not stated)
 : 1%, 0.5, -6, 0.4, -9%, -2, 6%, -5, -11%
> C=CCNC(=S)N/N=C(\C)c1cccc(NC(C)=O)c1
 : 6%, -0.2, -4, -0.9, 1%, 0, -12%, 7, -10%
> COc1ccc(-c2nc(NC(=O)c3c(C)noc3C)sc2C)cc1
 : 1%, -0.5, 2, 0.2, 12%[57.1 µM], -3, ?, 5, 22%[57.1 µM]
> O=C1CCC(C(=O)N(Cc2ccco2)C2(C(=O)NC3CCCC3)CCCCC2)N1 (configuration not stated)
 : -3%, 0.0, -5, 0.7, 4%, -9, -1%, -8, -8%[57.1 µM]
> Cc1c2cc(O)c(=O)cc-2oc2cc(O)c(O)cc12
 : 0%, 2.7&-1.2, -4, 0.9, 4%, ?, ?, 6&2, -9%
> CC(=O)N1CCN(c2ccc(NC(=O)c3cccc([N+](=O)[O-])c3)cc2)CC1
 : 12%, 0.1, -12, -1.2, -5%, -2, -24%, 9, 0%

Screening data deposited in PubChem BioAssay by National Center for Advancing Translational Sciences (NCATS).
